GPR151 activ = activators of human GPR151, primary screen, cell-based, PathHunter beta-arrestin, luminescence; AID 1508602, 2020; G-protein coupled receptor 151 (Homo sapiens), Q8TDV0; PathHunter beta-arrestin GPR151 cells; 650,000 tested, 1% active; activation, % at 11.2 µM; in the data active = activation above about 4.9%;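 note: 0% = median of compound wells and 100% = cells with positive control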
Target sequence (Q8TDV0 whole entry, looked up): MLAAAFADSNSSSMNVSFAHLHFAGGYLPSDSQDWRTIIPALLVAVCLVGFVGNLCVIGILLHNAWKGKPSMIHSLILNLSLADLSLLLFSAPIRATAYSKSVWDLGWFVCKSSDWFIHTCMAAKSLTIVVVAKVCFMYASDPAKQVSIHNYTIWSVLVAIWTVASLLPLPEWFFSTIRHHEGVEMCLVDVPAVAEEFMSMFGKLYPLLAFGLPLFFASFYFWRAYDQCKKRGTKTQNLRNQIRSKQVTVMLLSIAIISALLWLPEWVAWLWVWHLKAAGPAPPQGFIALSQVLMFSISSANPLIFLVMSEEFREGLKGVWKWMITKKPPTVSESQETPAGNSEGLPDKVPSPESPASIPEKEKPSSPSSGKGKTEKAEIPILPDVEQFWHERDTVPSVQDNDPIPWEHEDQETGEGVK
FBW7 act = FBW7 E3 ligase activators, primary screen, biochemical, AlphaScreen, human; 650,000 tested, 0.13% active; normalized activity (activation), % at 26.1 µM; AlphaScreen FBW7–phospho-cyclin E peptide binding, activator screen; in the data active = normalized activity above about 1.9%;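 note: purified mutant Fbw7 with reduced substrate affinity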
MITF primary = MITF inhibitors, primary screen, biochemical, AlphaScreen, human; inhibition, % at 2.6 µM; 650,000 tested, 0.91% active; AID 1259374, 2018; AlphaScreen MITF homodimerization, bead proximity signal; Microphthalmia-associated transcription factor (Homo sapiens), O75030; in the data active = inhibition above about 50%;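 note: 0% = vehicle wells with protein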
Target sequence (O75030 whole entry, looked up): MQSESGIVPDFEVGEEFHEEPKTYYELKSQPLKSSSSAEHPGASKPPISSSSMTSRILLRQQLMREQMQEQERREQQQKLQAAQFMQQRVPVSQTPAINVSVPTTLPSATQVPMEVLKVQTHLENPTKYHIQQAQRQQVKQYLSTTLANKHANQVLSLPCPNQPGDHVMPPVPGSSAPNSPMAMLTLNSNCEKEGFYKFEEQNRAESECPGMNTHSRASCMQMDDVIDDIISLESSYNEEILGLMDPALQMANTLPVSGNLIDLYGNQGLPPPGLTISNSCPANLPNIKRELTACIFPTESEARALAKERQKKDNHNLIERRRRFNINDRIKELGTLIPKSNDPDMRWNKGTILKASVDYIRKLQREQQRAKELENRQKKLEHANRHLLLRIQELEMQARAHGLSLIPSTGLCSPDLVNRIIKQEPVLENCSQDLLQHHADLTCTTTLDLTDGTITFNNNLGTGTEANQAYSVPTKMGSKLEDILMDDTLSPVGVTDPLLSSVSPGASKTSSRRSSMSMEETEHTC
TEAD-YAP block = TEAD-YAP interaction inhibition, primary screen, TEAD-YAP interaction inhibitor project, luminescence, HEK-TIYL cells | TEAD-Gal4/YAP UAS-luciferase luminescence | inhibition, % at 9.12 µM | 640,000 tested, 1.4% active; in the data active = inhibition above about 32%;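 note: 0% = median of test compound wells and 100% = reference inhibitor wells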
An asterisk follows results filed as active.

SMILES	GPR151 activ	FBW7 act	MITF primary	TEAD-YAP block
COC(=O)c1cc(NC(=O)c2cc3ccccc3cc2OC)cc(C(=O)OC)c1	3.9	0.0	-2	-7
CC(=O)c1c(C)n(CC(=O)NCc2ccc3c(c2)OCO3)c2ccccc12	-0.3	0.8	14	-14
COCCn1nnnc1C(c1cc2cc(C)c(C)cc2[nH]c1=O)N1CCCCC1 (stereo unspecified)	0.1	0.0	-13	7
CCc1nnc(NC(=O)c2ccc(Cc3ccccc3)cc2)s1	-1.2	-0.1	3	-30
CCOc1cc(C=O)cc(I)c1OC(=O)c1ccc([N+](=O)[O-])cc1	2.4	-0.1	12	3
CCN1CCN(C(=O)c2cc3c(Cl)nc4ccccc4c3s2)CC1	0.0	0.0	5	-9
O=C(/C=C/c1ccc2c(c1)OCO2)N1CCN(c2ccc(Cl)cc2)CC1	-1.3	-0.1	0	0
CC(C)C1=CC23CCC4C(C)(C(=O)O)CCCC4(C)C2CC1C1C(=O)N(c2ccc(S(N)(=O)=O)cc2)C(=O)C13 (stereo unspecified)	-1.8	0.6	-13	-5
O=c1c2cnn(-c3ccccc3Cl)c2ncn1Cc1cccnc1	4.6	0.3	-6	-10
COc1ccc(-c2cn(S(=O)(=O)c3ccc(C)cc3)nc2N)c(OC)c1	0.4	1.0	21	1
CCC1CCCCN1CCCNC(=O)c1ccc2c(c1)NC(=O)c1ccccc1N2 (stereo unspecified)	-1.1	0.1	5	12
O=C(NC1CC1)c1ccc(-c2cccc(C(=O)NCCCN3CCCC3=O)n2)cc1	0.0	-0.2	-11	8
NC(=O)c1cc[n+](CCOc2ccc([N+](=O)[O-])cc2)cc1	2.0	0.5	9	5
Nn1cnnc1N/N=C/c1cccc2ccccc12	0.4	-1.8	-4	6
Cc1c(C(=O)N2CCCC2)oc2c1-c1nn(CC(=O)O)cc1CC2	-0.3	0.1	23	8
C=CCn1c(SCC(=O)O)nnc1-c1ccc(OC)c(OC)c1	1.8	-0.1	6	4
COc1ccc(COC(=O)N/N=C/c2ccco2)cc1	-1.1	1.2	19	-33
COC(=O)CC[C@H]1CN(Cc2c(F)cccc2F)CC[C@H]1N1CCCC1	1.5	0.0	0	-3
COc1ccc2nc(NC(=O)NC3CCCCC3)sc2c1	-0.6	0.1	9	-55
Cc1ccc(-n2ncc3c(Nc4ccc(Oc5ccccc5)cc4)ncnc32)c(C)c1	-0.2	-0.2	-11	-11
Cc1ccc(-n2c(SCc3ccccc3)nc3[nH]ncc3c2=O)cc1	0.3	0.0	-11	7
C=CCC1(CC=C)CCCCN1C(=O)CC1C(=O)NCCN1CC(C)(C)C (stereo unspecified)	0.5	0.0	-6	-8
CC(C)N(C)Cc1nnnn1CC(=O)NCC(F)(F)F	-1.6	-0.1	4	4
COCC(C)NC(=O)C1CC(c2ccccc2O)=NO1 (stereo unspecified)	0.5	0.0	2	-5
COc1ccc(C2CC(c3cccs3)=NN2C(=O)CSc2nnc(CNC(=O)c3cccc(C)c3)n2Cc2ccccc2)cc1 (stereo unspecified)	-0.1	-0.1	4	-9

Three structures out of the list, arranged by molecular weight, low to high.
SMILES	GPR151 activ	FBW7 act	MITF primary	TEAD-YAP block
COCC(C)NC(=O)C1CC(c2ccccc2O)=NO1 (stereo unspecified)	0.5	0.0	2	-5
CCc1nnc(NC(=O)c2ccc(Cc3ccccc3)cc2)s1	-1.2	-0.1	3	-30
CCC1CCCCN1CCCNC(=O)c1ccc2c(c1)NC(=O)c1ccccc1N2 (stereo unspecified)	-1.1	0.1	5	12

The main list resumes with the 4 entries that preceded the break.
SMILES	GPR151 activ	FBW7 act	MITF primary	TEAD-YAP block
C=CCC1(CC=C)CCCCN1C(=O)CC1C(=O)NCCN1CC(C)(C)C (stereo unspecified)	0.5	0.0	-6	-8
CC(C)N(C)Cc1nnnn1CC(=O)NCC(F)(F)F	-1.6	-0.1	4	4
COCC(C)NC(=O)C1CC(c2ccccc2O)=NO1 (stereo unspecified)	0.5	0.0	2	-5
COc1ccc(C2CC(c3cccs3)=NN2C(=O)CSc2nnc(CNC(=O)c3cccc(C)c3)n2Cc2ccccc2)cc1 (stereo unspecified)	-0.1	-0.1	4	-9
CC(=O)Nc1cc(NC(C)=O)cc(-c2nc3ccc(NC(C)=O)cc3[nH]2)c1	2.1	0.0	3	6
COc1cccc(NC(=O)CCC2CCN(C(=O)CCc3cn[nH]c3)CC2)c1	-0.4	0.1	8	9
C=CCN1C(=O)C2C(C(=O)NC)C3C=CC2(O3)C1C(=O)NCc1ccc(OC)cc1 (stereo unspecified)	0.9	0.2	12	-2
COc1ccc(/C=N/NC(=O)c2ccoc2C)c(OC)c1	-6.7	0.1	6	-56
O=C1NC(=O)/C(=C\c2cc(Br)ccc2O)N1	1.3	0.7	6	10
COC(=O)c1c(NC(=O)C(C)C)sc(C(N)=O)c1C	4.6	-0.1	6	10
CC1=C(C(=O)Nc2ccccc2)C(c2ccc(O)cc2O)NC(=S)N1 (stereo unspecified)	2.0	-0.3	3	2
C=CCc1ccccc1OC(C)/C(N)=N/O (stereo unspecified)	0.6	0.4	-10	-10
CC1CCCCC1NC(=O)c1ccc2nc(-c3ccccc3)c(-c3ccccc3)nc2c1 (stereo unspecified)	-0.1	0.0	-5	9
O=C(Nc1ccc(-c2cn3c4c(nnc3n2)CCCC4)cc1)c1n[nH]c(=O)c2ccccc12	-0.7	-0.1	6	-2
CC(C)OCCCNCc1nc2scc(-c3ccccc3)c2c(=O)[nH]1	0.6	-0.2	11	-1
COc1ccccc1-c1cc(C(=O)Nc2cccc(NC(C)=O)c2)c2ccccc2n1	-0.2	0.1	-22	17
COc1cc(/C=C(/C#N)C(=O)NCc2ccccc2)cc(OC)c1OC	1.1	0.0	-17	-20
O=C(CSCc1ccccc1)N1CCN(CC(O)c2cccs2)CC1 (stereo unspecified)	0.2	0.5	13	-37
CCCCN1C(=O)NC2NC(=O)NC21 (stereo unspecified)	0.3	-1.4	94*	11
COc1ccc(-c2nc3ccccc3c(=O)n2NCc2ccc(Br)cc2)cc1	-1.1	-0.1	8	4
CCN(CC)CCn1c2c(c(SCC(=O)Nc3ccc(C)cc3)nc1=O)CCC2	-2.0	0.1	21	-7
O=C(Nc1ccc2c(c1)OCCO2)c1ccc([N+](=O)[O-])cc1	0.5	0.8	10	9
Cc1cc(N)c2cc(S(=O)(=O)N3CCC(C)CC3)ccc2n1	-0.5	-0.2	17	20
Cc1cc(-c2ncn(-c3ccc(Nc4nccc(-c5cc(C#N)cc(N6CCOCC6)c5)n4)cc3)n2)ccn1	1.6	0.0	-3	7
CCOc1ccc(-c2csc(NC(=O)c3ccc(Oc4ccccc4)cc3)n2)cc1	-0.1	-0.1	0	-2
COc1ccc2occ(/C=C(\SCC(=O)O)c3nc4ccccc4s3)c(=O)c2c1	-1.8	0.1	7	7
CN(C)c1nc(NCc2ccccc2)nc(N/N=C/c2ccc(N3CCOCC3)cc2)n1	4.0	-0.4	4	-9
COc1ccc(OC)c(C2C(C(=O)Nc3ccc(F)cc3)=C(C)NC3=C2C(=O)CC(c2ccccc2)C3)c1 (stereo unspecified)	0.0	0.1	-2	5
COc1ccc(CN2CCc3nc(N4CCC(C)CC4)[nH]c(=O)c3C2)c(O)c1	-1.7	-0.1	-9	-8
Continued:
SMILES	GPR151 activ	FBW7 act	MITF primary	TEAD-YAP block
CC[N+]1=C(C)C(C)(C)c2cc(C)ccc21	0.4	0.0	16	50*
COc1ccc(OC)c(N2C(=O)NC(=O)/C(=C/c3ccc(N(C)C)cc3)C2=O)c1	-0.9	-0.1	11	1
Cc1ccc(NC(=O)N2CCCC2C(=O)Nc2ccc(Cl)cc2)cc1 (stereo unspecified)	0.2	0.1	3	10
COc1ccc(N2C(=O)CCC([N+](=O)[O-])=C2C)cc1	0.2	0.4	2	4
CCC(=O)Nc1ccc(NC(=S)NC(=O)c2ccccc2OC)cc1	0.1	-0.1	9	-31
COc1ccc(CN2CCN(C(=S)Nc3ccccc3)CC2)cc1	4.4	1.3	13	-10
COCCn1c(SCC(=O)c2ccc(C)cc2C)nnc1-c1ccco1	0.6	0.2	7	-3
O=C(Nc1nc(-c2ccc(Cl)cc2)cs1)c1cccc(N2C(=O)CCC2=O)c1	0.8	0.4	10	10
Cc1cc(O)ccc1-c1cnc2ccccc2n1	0.6	0.0	-1	8
O=C(CC1OCC2CCCCN2C1=O)Nc1ccc(F)cc1 (stereo unspecified)	1.4	0.0	-8	1
CC(=O)c1ccc(NC(=O)/C(=C\C=C\c2ccccc2)NC(=O)c2ccccc2)cc1	1.6	0.3	-13	7
CC(=O)N/N=C/c1cc2c(cc1[N+](=O)[O-])OCO2	1.0	-0.2	-3	-8
CCOc1ccc(-c2[nH]ncc2-c2ccccc2)c(O)c1C	2.1	-0.2	3	-10
Cc1ccc(C(=O)N2N=C(C(F)F)CC2(O)C(F)F)cc1C (stereo unspecified)	1.6	0.2	5	3
Cc1ccc(NC2CC(=O)N(c3ccc(N4CCCCC4)cc3)C2=O)cc1 (stereo unspecified)	0.6	0.8	-1	-9
COc1ccc2c(c1)c1nc(SC)n(CCO)c(=O)c1n2C	0.8	0.2	4	-5
COc1ccccc1OCC(=O)Nc1ncn[nH]1	-0.4	-0.4	11	-11
O=C(CCN1CCN(c2ccc(Cl)cc2)CC1)Nc1ccc(OC(F)(F)F)cc1	-1.1	0.0	17	2
O=C(c1ccc(-c2ccccc2)cc1)N1CCN2C(=O)[C@@H]3CSCN3C(=O)[C@H]2C1	-0.5	-0.2	1	-1
CCC(C)NC(=O)CSc1nc2ccsc2c(=O)n1CCc1ccccc1 (stereo unspecified)	1.2	-0.2	8	2
CCOc1ccc(C2C(C#N)=C(N)N(N(C)C)C3=C2C(=O)CCC3)cc1 (stereo unspecified)	-1.1	0.0	-9	-2
COC(=O)c1cc(NC(=O)COc2ccc(Cl)cc2Cl)cc(C(=O)OC)c1	-0.7	0.2	17	-3
COc1cc(OC)cc(-c2nc3ccccc3c(=O)n2NC(=O)c2ccc(OC)c([N+](=O)[O-])c2)c1	-0.3	-0.1	-11	9
CCn1c(=O)c2c(nc3n2CCCN3c2ccc(Br)cc2)n(C)c1=O	-0.4	-0.1	2	1
Cc1[nH]n(-c2cccc(Cl)c2)c(=O)c1C=Nc1ccc(Cl)cc1	-0.9	-0.1	-1	3

Single records, as listed above:
`COc1ccc(N2C(=O)CCC([N+](=O)[O-])=C2C)cc1` across the screens: GPR151 activ: 0.2; FBW7 act: 0.4; MITF primary: 2; TEAD-YAP block: 4
`CC(=O)N/N=C/c1cc2c(cc1[N+](=O)[O-])OCO2` across the screens: GPR151 activ: 1.0; FBW7 act: -0.2; MITF primary: -3; TEAD-YAP block: -8
`Cc1ccc(NC2CC(=O)N(c3ccc(N4CCCCC4)cc3)C2=O)cc1` (stereo unspecified) across the screens: GPR151 activ: 0.6; FBW7 act: 0.8; MITF primary: -1; TEAD-YAP block: -9

An excerpt from above, showing only TEAD-YAP block:
structure,TEAD-YAP block
CC(=O)c1ccc(NC(=O)/C(=C\C=C\c2ccccc2)NC(=O)c2ccccc2)cc1,7
CC(=O)N/N=C/c1cc2c(cc1[N+](=O)[O-])OCO2,-8
CCOc1ccc(-c2[nH]ncc2-c2ccccc2)c(O)c1C,-10

Other structures follow:
SMILES	GPR151 activ	FBW7 act	MITF primary	TEAD-YAP block
COc1ccc(Nc2nnc(-c3ccc(C)c(S(=O)(=O)NCC4CCCO4)c3)c3ccccc23)cc1 (stereo unspecified)	0.3	0.0	9	0
O=C(Nc1ccccc1Cl)c1cc(S(=O)(=O)N2CCCc3ccccc32)ccc1F	-3.9	0.1	-13	7
Cc1cc2ccccc2c(=O)n1CC(=O)Nc1ccc(C(C)C)cc1	-1.2	0.0	-6	2
O=C(CN1N=NC2C(=O)N(c3ccc(F)cc3)C(=O)C21)Nc1ccc(Br)cc1 (stereo unspecified)	0.3	0.1	1	16
O=C(/C=C/c1ccccc1Cl)NNC(=O)c1cccs1	0.8	-0.2	1	-9
Cc1cc2c(cc1[N+](=O)[O-])C(=O)c1cc3ccccc3nc1-2	-2.1	0.0	8	-22
Cc1ccc(NS(=O)(=O)c2c(C)n(C)c(=O)n(C)c2=O)cc1C	0.4	-0.2	4	-1
Cc1nc(NCCNS(=O)(=O)c2ccccc2)c2c(C)c(C)sc2n1	-0.6	0.8	17	15
COc1ccc(NC(=O)c2cc3ccccc3o/c2=N\O)cc1	-4.5	-0.1	9	28
Cc1cccc(NC(=O)CN2N=C(c3ccccc3)CCC2=O)c1C	-0.3	0.2	-3	-2
CSc1ccccc1C(=O)N1CCN(Cc2c(C)noc2C)CC1	-0.7	-0.1	-6	2
CC1=C(C(=O)OCCOc2ccccc2)C(c2ccc(Br)cc2)C2=C(CCCC2=O)N1 (stereo unspecified)	0.7	0.0	-6	8
Cc1cccnc1CNC(=O)CC1C(=O)NCCN1Cc1cccc2ccccc12 (stereo unspecified)	1.5	-0.1	7	13
O=C(N/N=C/c1ccc(O)cc1)c1ccc([N+](=O)[O-])cc1	-0.1	0.7	19	3
CC(=O)c1ccc(N2CCN(C(=S)NCCCN(C)C)CC2)cc1	-0.9	0.0	10	3
O=C(NCCc1ccncc1)c1cnc2sc3ccccc3n2c1=O	-0.6	-0.1	7	18
COc1ccc(CCNc2nnc(Sc3nnnn3-c3ccccc3)s2)cc1OC	1.2	-0.1	1	54*
Cc1ccccc1NC(NC(=O)c1ccco1)C(=O)c1ccccc1 (stereo unspecified)	0.1	0.1	8	8
COc1ccc(-c2cc(C(=O)Nc3ccc(F)cc3F)no2)cc1	0.4	0.0	6	4
O=C(OCC(=O)N1CCCCCC1)c1ccc([N+](=O)[O-])o1	1.6	-0.3	-7	0
O=C(CSc1nc2nc[nH]c2c(=O)[nH]1)NCc1ccccc1	0.5	0.2	2	4

Compound activity from PubChem BioAssay.

Hits appear at their usual frequency; about 3.4% have a hit in one of these screens.
